Screens from PubChem.
SENP6 inh – inhibitors of human SENP6 protease | Q9GZR1 | Recombinant SENP6 catalytic domain, aminoluciferin luminescence | inhibition, % at 10 µM | 330,000 tested, 1.8% active | AID 2599;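 active = inhibition above about 50% at the single tested dose, limit read from the data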;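 note: plate controls were DMSO wells with enzyme for no effect and DMSO wells lacking enzyme for full effect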
Target sequence (Q9GZR1 628-1112 limits assumed): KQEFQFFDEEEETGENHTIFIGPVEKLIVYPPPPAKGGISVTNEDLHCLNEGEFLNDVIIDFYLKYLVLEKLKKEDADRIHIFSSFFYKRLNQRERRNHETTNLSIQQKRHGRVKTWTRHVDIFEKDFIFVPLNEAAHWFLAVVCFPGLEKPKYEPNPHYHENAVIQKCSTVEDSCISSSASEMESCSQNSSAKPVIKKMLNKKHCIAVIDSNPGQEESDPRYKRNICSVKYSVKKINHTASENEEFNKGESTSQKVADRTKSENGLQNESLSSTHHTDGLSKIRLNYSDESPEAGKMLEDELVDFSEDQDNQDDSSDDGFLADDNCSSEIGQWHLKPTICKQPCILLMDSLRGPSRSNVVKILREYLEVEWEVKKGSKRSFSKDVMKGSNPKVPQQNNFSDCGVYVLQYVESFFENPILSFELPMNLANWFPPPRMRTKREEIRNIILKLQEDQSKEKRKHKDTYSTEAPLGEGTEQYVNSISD
NALP3 yeast inh – inhibitors of NALP3 inflammasome in yeast. Yeast reconstituted NLRP3/ASC/caspase-1, beta-gal luminescence, 24 h. 330,000 tested, 0.39% active. inhibition, % at 10 µM. AID 2825;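 active = inhibition of 50% or more; inactive = inhibition below 50%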;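 note: plate controls were induced DMSO wells for no effect and uninduced yeast grown without galactose for full effect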
SENP8 block-1 – SENP8 protease inhibition; Q96LD8; purified SENP8, Z-RLRGG-aminoluciferin cleavage, luminescence; inhibition, % at 10 µM; 330,000 tested, 1.2% active; AID 2540; in the data active = inhibition above about 50%
SENP8 block-2 – blocks human SENP8 cleavage of Nedd8 substrate. recombinant SENP8, Nedd8 substrate fluorescence. inhibition, % at 20 µM. AID 602440. 360,000 tested, 0.64% active. Q96LD8; in the data active = inhibition mostly above about 40%, no sharp cut-off; inactive = mostly below about 27%
Apaf1 inhib – inhibitors of human Apaf-1 apoptosome | AID 489030 | reconstituted apoptosome caspase-3 activity, DEVD-Rh110 fluorescence | 330,000 tested, 0.71% active | inhibition, % at 20 µM | O14727; active = inhibition of at least 40% at 20 µM;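 note: plate controls were DMSO wells for no effect and DEVD-CHO caspase inhibitor wells for full effect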
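System – cell-free apoptosome with Apaf-1, procaspase-3 and caspase-9 · Buffer or medium – pH 7.5 Hepes buffer with CHAPS, BSA, DTT · Also added – cytochrome c with DEVD-Rh110 · Times – 30 min compound preincubation, 50 min activation, room temperature · Technique – Rh110 fluorescence intensity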
PfGluPho inh – PfG6PD (Plasmodium falciparum) enzyme inhibition; PfGluPho enzyme, NADPH resazurin-diaphorase fluorescence; inhibition, % at 20 µM; 350,000 tested, 0.78% active;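 active = inhibition reaching at least a set limit at 20 µM in the primary screen, cut at about 59% in these data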;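 note: 0% = DMSO wells with substrate and 100% = DMSO wells lacking glucose-6-phosphate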
SENP7 inh – SENP7 protease inhibition | inhibition, % at 5 µM | recombinant SENP7, Z-RLRGG-aminoluciferin luminescence, 40 min | 330,000 tested, 1.5% active;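 active = inhibition above about 50% at the single test dose, limit read from the data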;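 note: plate controls were DMSO with enzyme for no effect and no enzyme buffer wells for full effect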
SENP1 inh – inhibitors of human SENP1 SUMO protease catalytic domain | Q9P0U3 | recombinant SENP1 catalytic domain, CyPet-SUMO1-YPet FRET cleavage | inhibition, % at 10 µM | 360,000 tested, 0.21% active;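 active = inhibition at least 30% at 10 µM, raw YFP signal under a set limit, fluorescence ratio 0.5 to 1.5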;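 note: 0% = enzyme with DMSO and 100% = no enzyme wells; some results filed as inactive read as strong as hits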
Target sequence (Q9P0U3 419-644 limits assumed): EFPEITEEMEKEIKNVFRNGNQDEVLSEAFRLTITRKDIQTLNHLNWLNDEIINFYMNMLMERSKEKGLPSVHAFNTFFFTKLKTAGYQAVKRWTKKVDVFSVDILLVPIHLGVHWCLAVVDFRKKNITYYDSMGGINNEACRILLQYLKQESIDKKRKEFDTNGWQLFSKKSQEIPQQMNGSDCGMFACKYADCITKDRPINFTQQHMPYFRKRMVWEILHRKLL
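Test system: human SENP1 catalytic domain; medium: Tris pH 8 buffer plus EDTA, NaCl, BME, BSA, NP40, catalase; incubation: 50 min reaction at room temperature; technique: FRET, CFP and YFP emission; controls: no-enzyme low control and enzyme-plus-DMSO high control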
HKDC1 inhibitor – blocks human hexokinase HKDC1 activity. 340,000 tested, 0.16% active. inhibition, % at 20 µM. AID 493160. recombinant HKDC1, G6PDH/diaphorase resazurin coupled fluorescence;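 active = inhibition above about 35% when tested at 20 µM, limit read from the data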;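 note: plate controls were DMSO wells with enzyme for no effect and DMSO wells lacking enzyme for full effect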
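Test system: recombinant HKDC1 (HK5) hexokinase enzyme, produced in-house; Amount: enzyme 5 µg/mL final; Buffer or medium: Tris pH 8.0 buffer with MgCl2, Tween-20, BSA, BME; Reagent: glucose and ATP substrates; Doses: 20 µM test compound, 1% DMSO; Incubation: 90 min reaction incubation at room temperature, dark; Detection: resorufin fluorescence at 613 nm.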
Active calls of the source: *; nt = not tested or not shown. Compounds as they come; overall some 4.1% were active at least once.

item	SMILES	SENP6 inh	NALP3 yeast inh	SENP8 block-1	SENP8 block-2	Apaf1 inhib	PfGluPho inh	SENP7 inh	SENP1 inh	HKDC1 inhibitor
1	CC1(C(=O)NC2CCCCCCC2)CCC(=O)N1Cc1ccco1 (stereo not drawn)	-9	8	0	6	-31	-2	6	-4	1
2	CCN(c1ccc(NC(=O)COC(=O)C(C)N=C2NS(=O)(=O)c3ccccc32)cc1)C(C)C (stereo not drawn)	3	20	2	7	12	29	12	2	7
3	Nc1cc(=O)[nH]c(SCCOc2ccccc2)n1	-4	-8	-7	8	0	-11	-6	-1	-10
4	CCc1nnc(NC(=O)CN2C(=O)NC3(CC(C)CC(C)(C)C3)C2=O)s1 (stereo not drawn)	3	4	-2	-1	6	3	-2	-4	1
5	O=C(Nc1ccc(Cl)cc1)Nc1csc([N+](=O)[O-])c1	-10	34	-8	25	7	36	-6	5	9
6	c1ccc(CSCc2cn3ccccc3n2)cc1	14	19	2	-14	-6	7	-4	-1	10
7	CC(C)C(NC(=O)C(NC(=O)C1OC2OC(C)(C)OC2C2OC(C)(C)OC12)C(C)C)C(=O)O (stereo not drawn)	-10	0	4	14	-5	-10	-4	1	-5
8	Cc1cccc(NC(=O)C2CCCN(S(=O)(=O)c3ccc4[nH]c(=O)ccc4c3)C2)n1 (stereo not drawn)	-3	4	0	-6	-13	-6	-3	-4	8
9	CCCNC(=S)NNC(=O)c1cccs1	19	8	1	-9	-19	5	6	-2	-4
10	COc1ccc(S(=O)(=O)N2CCC(C(=O)N3CCOCC3)CC2)cc1OC	-15	5	-6	11	-15	-2	-8	-1	-9
11	CCN1C(=O)CC(N2CCC(Nc3ccc(F)cc3)CC2)C1=O (stereo not drawn)	-19	14	7	13	-2	-2	7	2	-4
12	CC(Oc1ccc(Br)cc1)C(=O)O/N=C(\N)c1ccncc1 (stereo not drawn)	-10	8	4	2	19	13	-2	2	1
13	COc1ccc(-n2nc(C(=O)NCC(=O)N3CCCCC3)c3ccccc3c2=O)c(OC)c1	-20	1	-6	-18	0	-10	-7	1	-7
14	COc1ccc(CNC(=O)C/C(C)=N/NC(=O)COc2ccc(C)cc2Br)cc1	-18	21	-4	6	4	-5	6	3	5
15	CCN(CC)S(=O)(=O)c1ccc(OCC2CCCCO2)c([N+](=O)[O-])c1 (stereo not drawn)	-20	6	-1	7	11	10	-3	1	-6
16	O=C(CSC1=NC(=O)C(Cc2ccccc2)C(=O)N1)Nc1ncccn1 (stereo not drawn)	-9	-3	-2	nt	-12	nt	-9	nt	nt
17	CC(=O)N1c2ccc(S(=O)(=O)NCC3CCC(C(=O)NC4CCC(C)CC4)CC3)cc2CC1C (stereo not drawn)	13	2	6	13	-22	-14	7	-1	-2
18	COc1ccc(CCNC(=O)c2cnn3c(C(F)F)cc(C)nc23)cc1OC	-3	13	7	0	3	29	-6	-2	31
19	COc1ccc(N=Nc2nc(-c3ccccc3)c(-c3ccccc3)[nH]2)cc1	-3	47	-3	25	3	9	2	37*	-4
20	Cc1cc(C(F)(F)F)n2[nH]c(=O)c(N=Nc3ccccc3)c2n1	2	6	-6	29	12	-30	-17	-1	-5
21	CC(C)(C)c1ccc(C(=O)NCCCNC(=O)c2cccnc2)cc1	0	13	3	1	7	7	-1	0	1
22	Cc1ccc(NC(=S)NCc2ccc(S(N)(=O)=O)cc2)cc1Cl	-4	21	-11	10	3	7	-9	-1	0
23	CSCc1c(C(=O)OCC(=O)c2ccc[nH]2)oc2ccccc12	-20	51*	-6	2	21	4	-20	-3	2
24	Cc1cc(NC(=O)CSc2ncnc3c2cnn3-c2ccccc2)no1	-15	14	17	13	-3	2	22	0	-5
25	CCOc1ccc(NC(=O)Cn2nnc3c(cnn3-c3ccc(F)cc3)c2=O)cc1	-11	9	-5	-3	-5	-19	-5	0	-8
26	COc1cccc(NC(=O)CSc2nnc(-c3cccc(OC(C)C)c3)n2N)c1	-16	8	-2	9	3	4	-2	0	1
27	O=C(CSc1nnc(-c2ccncc2)n1Cc1ccco1)Nc1cccc(O)c1	-7	1	-10	3	-2	-7	-2	1	-10
28	CCc1[nH]nc2c1C(Cc1ccccc1)C(C#N)=C(N)O2 (stereo not drawn)	-12	12	3	-12	-2	7	2	1	-4
29	Cc1cc(NC(=O)c2ccc(S(=O)(=O)N(C)C)cc2)no1	-7	-8	5	14	8	14	2	-3	-7
30	CC(C)=C1C2C=CC1C(C(=O)Nc1cccc(C)c1)C2C(=O)O (stereo not drawn)	-14	17	-5	8	-7	30	0	-6	-11
31	CC(C)CNC1=CC(=O)CC(c2ccco2)C1 (stereo not drawn)	1	16	-7	29	5	1	-5	-11	3
32	Cc1c(NC(=O)c2ccccc2NC(=O)c2ccccc2)cccc1C(=O)O	-26	18	-13	9	-7	-17	-5	2	-8
33	O=C(NCCCN1CCOCC1)c1ccc(NS(=O)(=O)c2cccc([N+](=O)[O-])c2)cc1	-3	12	0	8	1	-15	1	1	-4
34	COc1cc(/C=N/NC(=O)c2ccncc2)ccc1Oc1ccc([N+](=O)[O-])cn1	-1	10	10	20	-1	12	0	0	-13
35	COc1cccc(N=C2SC(C(=O)Nc3ccccc3F)CC(=O)N2C)c1 (stereo not drawn)	-22	26	-7	-10	-12	-9	10	2	-4
36	COc1ccc(OCC(=O)OC(C)CN2CCCCC2)cc1 (stereo not drawn)	0	9	9	4	-3	-16	1	-2	-6
37	CCOC(=O)c1sc2nc(C)nc(N3CCN(c4ncccn4)CC3)c2c1C	4	11	10	-141	-14	26	10	-16	4
38	CCc1cccc(OCCCCNCCCOC)c1	18	27	10	13	-5	4	10	1	-5
39	COc1ccc(OCCNC(=S)Nc2cccc3ccccc23)cc1	-1	24	7	-9	14	2	3	-1	15
40	CC1(C)CC2CC(C)(CN2C(=O)COc2cccc3ccccc23)C1 (stereo not drawn)	-3	21	2	13	17	0	-1	1	6
41	O=C(OCCSCCOC(=O)C1CC=CCC1)C1CC=CCC1 (stereo not drawn)	nt	nt	nt	12	nt	-10	nt	-1	0
42	C/C(=N\NC(=O)c1ccc(O)cc1)c1cccc(NC(=O)c2ccccc2C)c1	2	7	8	7	11	9	0	-1	3
43	O=C(CCN1CCCCC1)c1ccc2c(c1)OCO2	1	15	-4	8	10	-4	-9	0	-3
44	Clc1ccc(C2Nc3cccc4cccc(c34)N2)cc1	17	23	6	8	14	32	7	-3	12
45	CC(C)c1ccccc1NC(=O)c1ccc(CN(c2ccccc2)S(=O)(=O)c2ccccc2)cc1	-14	13	-3	nt	12	nt	-10	nt	nt
46	O=C(NNc1c(F)c(F)cc(F)c1F)c1ccc(Cl)nc1	-8	30	-4	5	1	13	3	1	-4
47	O=C(Nc1ccc(Nc2ccccc2)cc1)c1ccc(Br)o1	37	66*	11	12	11	33	21	2	0
48	COc1ccccc1N(C)S(=O)(=O)c1ccc(C(=O)Nc2cc(F)ccc2C)cc1	12	15	10	-2	12	21	-4	2	0

Grouped by structure, those above containing fluorine (7)
item	SMILES	SENP6 inh	NALP3 yeast inh	SENP8 block-1	SENP8 block-2	Apaf1 inhib	PfGluPho inh	SENP7 inh	SENP1 inh	HKDC1 inhibitor
11	CCN1C(=O)CC(N2CCC(Nc3ccc(F)cc3)CC2)C1=O (stereo not drawn)	-19	14	7	13	-2	-2	7	2	-4
18	COc1ccc(CCNC(=O)c2cnn3c(C(F)F)cc(C)nc23)cc1OC	-3	13	7	0	3	29	-6	-2	31
20	Cc1cc(C(F)(F)F)n2[nH]c(=O)c(N=Nc3ccccc3)c2n1	2	6	-6	29	12	-30	-17	-1	-5
25	CCOc1ccc(NC(=O)Cn2nnc3c(cnn3-c3ccc(F)cc3)c2=O)cc1	-11	9	-5	-3	-5	-19	-5	0	-8
35	COc1cccc(N=C2SC(C(=O)Nc3ccccc3F)CC(=O)N2C)c1 (stereo not drawn)	-22	26	-7	-10	-12	-9	10	2	-4
46	O=C(NNc1c(F)c(F)cc(F)c1F)c1ccc(Cl)nc1	-8	30	-4	5	1	13	3	1	-4
48	COc1ccccc1N(C)S(=O)(=O)c1ccc(C(=O)Nc2cc(F)ccc2C)cc1	12	15	10	-2	12	21	-4	2	0

Screen by screen, quoted from above.
Compounds 41–48 in SENP8 block-1: nt, 8, -4, 6, -3, -4, 11, 10
Compounds 41–48 in SENP6 inh: nt, 2, 1, 17, -14, -8, 37, 12
Compounds 41–48 in SENP7 inh: nt, 0, -9, 7, -10, 3, 21, -4
